# From PubChem BioAssay
# KKLEB tox: cytotoxicity in KKLEB CF airway cells, primary screen, cytotoxicity control for CF NF-kB inhibitor project, cell-based, uHTS, fluorescence assay plates; KKLEB CF airway cells viability, ATPlite luminescence, overnight; stronger effect = lower value; cells stimulated with P. aeruginosa culture filtrate; activity change (cytotoxicity), % at 5 µM; 0.36% of 360,000 active;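 active means corrected activity change at or below -50% at 5 µM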
# NR2E3 ag-1: NR2E3 agonists in two-hybrid cells, primary screen, cell-based, luminescence, CHO-S, Gal4-NCOR/VP16-NR2E3. Photoreceptor-specific nuclear receptor (Homo sapiens), Q9Y5X4. inhibition of corepressor binding, % at 3.98 µM. luciferase. 0.35% of 360,000 active. AID 602229, 2012;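 active means inhibition above the mean of all tested compounds plus 3 SD, cut at about 70% in these data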;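 further: 0% = DMSO with NR2E3 transfected cells and 100% = cells lacking NR2E3 construct; higher means lower luciferase signal from less NR2E3 corepressor binding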
# Target sequence (Q9Y5X4 whole entry, looked up, the tested form may be a part): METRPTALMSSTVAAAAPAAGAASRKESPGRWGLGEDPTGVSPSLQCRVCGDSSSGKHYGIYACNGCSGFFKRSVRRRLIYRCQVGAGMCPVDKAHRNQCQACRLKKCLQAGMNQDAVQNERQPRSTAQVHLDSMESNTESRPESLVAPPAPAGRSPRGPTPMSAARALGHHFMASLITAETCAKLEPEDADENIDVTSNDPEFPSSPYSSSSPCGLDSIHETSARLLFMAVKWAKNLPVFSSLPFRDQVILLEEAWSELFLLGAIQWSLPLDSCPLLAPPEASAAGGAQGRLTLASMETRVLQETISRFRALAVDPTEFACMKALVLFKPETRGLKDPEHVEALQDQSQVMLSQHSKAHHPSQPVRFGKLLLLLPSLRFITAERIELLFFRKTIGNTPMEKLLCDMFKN
# NR2E3 ag-2: inhibitors of NR2E3-RetCOR corepressor binding, primary screen, NR2E3 agonist project, biochemical, TR-FRET, GST-NR2E3, biotin-RetCOR | inhibition of corepressor binding, % at 4.78 µM | 0.12% of 320,000 active | 1536-well | AID 2300, 2010;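 active means percent inhibition above the cutoff of mean plus 3 SD of all tested compounds, set per screening campaign, cut at about 20% in these data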;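 further: 0% = DMSO wells and 100% = biotin wells as full block of FRET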
#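 Assay system: NR2E3–RetCOR corepressor complex. Quantity: 1.35 nM GST-NR2E3. Buffer or medium: pH 7.5 Tris-based buffer. Reagent: biotinylated RetCOR corepressor at 7 nM final. Schedule: 5 h at 4 °C. Detection: TR-FRET, emission read at 617 and 671 nm. Replicates: one well per compound, singlicate testing.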
# Vif inh: HIV Vif self-association inhibitors, primary screen, imaging, HEK293T, single point. HEK293T cells, Vif self-association by quenched fluorescence, 24 h. inhibition, % at 7.49 µM. 0.35% of 340,000 active. AID 602346, 2012; in the data active means inhibition above about 50%, passing the limit was not always enough; inconclusive means no clear call, values can overlap the other calls; inactive means below about 31%; further: some results filed as inactive read as strong as hits
# MITF TRPM1 inh: inhibitors of MITF-dependent TRPM1 promoter reporter, primary screen, cell-based, SK-MEL-5, single point, luciferase; 0.83% of 330,000 active; inhibition, % at 12.5 µM; SK-MEL-5 TRPM1 promoter luciferase, 24 h;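 active means mean inhibition across replicates of 60% or more, whatever share of single replicates reaches that level; inconclusive means some that reach 60%, reason not given; inactive means mean inhibition across replicates below 60%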; further: values of inactives mirror those of a sister screen read the other way
# Peg3 promoter: Peg3 promoter-driven luciferase inhibitors, primary screen, cell-based, HeLa, luciferase luminescence | HeLa PEG-Prom luciferase reporter, overnight | inhibition, % at 20 µM | 1.7% of 360,000 active | AID 588405, 2011;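 active means inhibition of at least 50% at 20 µM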
# CaV13 ICDI inh: Disruptors of the CACNA1D IQ motif to Ca2+-dependent inactivation inhibitor domain association, primary screening, Förster resonance energy transfer in intact living … | HEK cells, CFP/YFP FRET ICDI-IQ, plate reader, 10 min; percent FRET-ratio fall versus neutral wells | inhibition, % at 12.3 µM | 0.098% of 340,000 active | AID 743397;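 active means mean replicate inhibition of at least 30% and at least 1% of replicates passing that level; inconclusive means only one of the two criteria is met; inactive means neither criterion is met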;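 further: 0% = median of the neutral control wells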
# Shn3 inh set2: reduction of Shn3 3'UTR firefly luciferase signal, primary screen, Schnurri-3 inhibitor project, cell-based, Clone20 osteoblasts, set 2; inhibition, % at 12.5 µM; 0.52% of 360,000 active; Clone20 osteoblast Shn3 3'UTR firefly luciferase, 24 h;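 active means mean inhibition of at least 75% with every replicate also reaching 75%; inconclusive means mean inhibition at least 75% but some replicate below; inactive means mean inhibition below 75%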;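 further: 0% = median of neutral control wells and 100% = pilot-screen positive control compound; some compounds past the cut are filed as inactive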
# PDI inh: inhibitors of human PDI, primary screen, biochemical, turbidity, single point, plate reader. Protein disulfide-isomerase (Homo sapiens), P07237. PDI insulin aggregation turbidity, A650, 90 min. inhibition, % at 10 µM. 0.052% of 350,000 active;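 active means mean inhibition across replicates of 30% or more, whatever share of single replicates reach that level; inconclusive means mean inhibition below 30% while every single replicate reaches 30%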;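 further: absorbance from insulin aggregation driven by PDI reduction with DTT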
# Target sequence (P07237 whole entry, looked up): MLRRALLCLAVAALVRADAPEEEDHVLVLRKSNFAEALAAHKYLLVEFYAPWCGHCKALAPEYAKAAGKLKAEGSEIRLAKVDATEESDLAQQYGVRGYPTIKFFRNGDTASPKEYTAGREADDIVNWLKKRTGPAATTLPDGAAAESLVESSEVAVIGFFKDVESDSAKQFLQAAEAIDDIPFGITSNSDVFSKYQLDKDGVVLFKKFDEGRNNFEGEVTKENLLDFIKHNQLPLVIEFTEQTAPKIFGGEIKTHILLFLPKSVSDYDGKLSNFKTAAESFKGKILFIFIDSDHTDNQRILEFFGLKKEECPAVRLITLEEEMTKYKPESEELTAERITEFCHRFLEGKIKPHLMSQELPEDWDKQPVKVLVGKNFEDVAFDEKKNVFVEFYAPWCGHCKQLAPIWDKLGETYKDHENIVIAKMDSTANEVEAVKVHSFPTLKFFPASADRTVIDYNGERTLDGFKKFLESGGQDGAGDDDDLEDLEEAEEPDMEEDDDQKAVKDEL
# CF NFkB inh: inhibitors of PAF-induced NF-kB signaling, primary screen, cell-based, GFP fluorescence, uHTS. KKLEB NF-kB-GFP reporter, GFP fluorescence overnight. AID 588850, 2011. 0.86% of 360,000 active. inhibition, % at 5 µM;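 active means at least 50% inhibition at 5 µM, scaled per plate between neutral and stimulator controls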;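 further: PAF is a Pseudomonas aeruginosa culture filtrate used as stimulus; plate controls were PAF-stimulated DMSO wells for no effect and unstimulated DMSO wells for full effect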
# HIF-2a block: HIF-2a reporter inhibitors, primary screen, luminescence, 786-0 RCC cells; inhibition, % at 18.8 µM; 0.72% of 360,000 active; AID 624352, 2012; 786-0 RCC cells HIF-2a reporter, luciferase luminescence, overnight;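 active means inhibition of the luminescence signal of 40% or more relative to plate controls, in a single-dose primary screen at 18.75 µM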
# * hit, by the source's call; ? = inconclusive; . = not tested or not shown. The order is random; 3.3% or so of the library scored in one or more.
# Value order – KKLEB tox, NR2E3 ag-1, NR2E3 ag-2, Vif inh, MITF TRPM1 inh, Peg3 promoter, CaV13 ICDI inh, Shn3 inh set2, PDI inh, CF NFkB inh, HIF-2a block
Cc1noc(NS(=O)(=O)c2ccc(NC(=O)CSc3nnc4c(n3)[nH]c3ccccc34)cc2)c1C
 : -2, -18, 1, -12, 2, -11, -4, -6, 0, 7, 10
CC(C)C[C@H](NC(=O)C1CCN(S(=O)(=O)c2ccccc2)CC1)C(=O)NCc1ccncc1
 : 2, -17, 0, 6, -4, 16, -2, 0, 3, 1, -3
c1ccc2c(c1)CCN(c1nc3ccccc3n3cnnc13)C2
 : -16, -23, -1, -6, ., -73, -6, -35, -1, 22, -106
CSC(=O)NC12CC3CC(CC(C)(C3)C1)C2
 : 13, -6, -1, ., 9, 14, -8, -15, -3, -8, 13
CCN1CCN(c2ccc(S(=O)(=O)N3CCOCC3)cc2NC(=O)c2ccc(Cl)s2)CC1
 : -1, -3, 4, 0, -6, 7, -3, 9, -3, 12, 0
COc1ccccc1-c1ccc(SCc2ccc(C)cc2)nn1
 : 12, -44, 3, -1, -63, -175, 0, -42, 0, -23, -309
COC1CCN(C(=O)CC2C(=O)NCCN2CC2CCCCC2)CC1 (configuration not stated)
 : 11, -3, -1, 3, -14, -2, -7, 2, -6, 6, 16
Cc1ccc(OCCCC(=O)Nc2ccc(S(=O)(=O)Nc3ccccn3)cc2)cc1
 : 10, -5, 1, 16, -22, 17, -3, 4, 5, -11, 13
COc1ccc(-c2nc(CCNS(=O)(=O)c3ccc4c(c3)OCCO4)cs2)cc1
 : -5, 5, 4, 7, ., 18, 3, 16, ., 12, -4
O=C(NCc1ccccc1)Nc1cccn(Cc2ccccc2)c1=O
 : 5, -7, -2, -6, 7, -23, -7, -15, 6, -3, -33
O=C(COC(=O)c1cccs1)NCc1ccc2c(c1)OCO2
 : -3, 4, 0, -8, 9, -8, -4, -3, -5, 4, -17
Cc1c(C(=O)NC2CC2)oc2ccccc12
 : 0, -4, 2, 7, -6, -25, -4, -10, 0, 4, -57
CC(C)(C)OC(=O)NCCCC[C@@H](C(=O)NCCCCCCCCCCC(=O)N1CCN(C(=O)OC(C)(C)C)CC1)n1cc(CCCC(=O)O)nn1
 : -2, 13, 6, -2, 4, 0, -11, -3, 2, 0, 3
CC(=O)N1c2c(ccc3ccccc23)C(C)CC12CCCCC2 (configuration not stated)
 : -11, 3, 0, 22, -1, 14, -5, 2, -5, 1, 31
CC(=O)Nc1ccc(S(=O)(=O)Oc2ccc(N3C(=O)C4CCCCC4C3=O)cc2)cc1 (configuration not stated)
 : 9, 39, 1, -17, 13, 13, -3, 42, 12, 1, 10
O=C(NCc1ccco1)c1ccc(Cn2c(=O)c3ccccc3n(Cc3cccc(Cl)c3)c2=O)cc1
 : -12, 1, 0, ., 9, 24, -4, 7, 3, 8, 15
CCOC(=O)CC1C(=O)NCCN1S(=O)(=O)c1ccc(Cl)cc1 (configuration not stated)
 : -6, -3, 5, 4, 7, 14, -6, -5, 0, 1, 9
Clc1cccc(CNc2ccn3nc(-c4ccccc4)cc3n2)c1
 : 7, -80, ., -4, ., -209, -4, -32, 2, -38, -283
Cc1sc(NC(=O)c2ccccc2)c(C(=O)N2CCN(C)CC2)c1C
 : 0, -16, -4, -2, -4, 13, -4, -5, 8, 1, -21
Cc1cccc(CC2SC(N3CCN(c4ccccc4)CC3)=NC2=O)c1 (configuration not stated)
 : -9, -7, 2, 4, 9, 7, -4, -14, 0, 3, 7
Cc1ccc(C(=O)OCC(=O)NCCc2ccc(S(N)(=O)=O)cc2)o1
 : 7, -17, ., -8, -3, 5, -5, -8, 0, -20, 5
CCOC(=O)Cn1c(C)nc2c(C(=O)OCC)sc(C)c2c1=O
 : -8, 14, 0, -13, 2, 14, ., 7, -2, 1, 13
CCOC(=O)C1CCCN(S(=O)(=O)c2ccc3c4c2CC(=O)N4CC(C)S3)C1 (configuration not stated)
 : 16, -32, 2, -5, 23, 7, -6, -5, 3, 10, 11
COc1cccc(OC)c1C(=O)N1CCN(Cc2ccc3c(c2)OCO3)CC1
 : 11, -4, -2, 12, -11, 10, ., -6, 1, 1, 13
COc1ccc(C(=O)OCC(=O)Nc2ccc3c(c2)OCCO3)c(OC)c1
 : 1, -34, 1, -1, -6, 2, -2, -13, 5, 5, 10
Cc1cc(OCC(=O)N[C@@H](CSCc2ccccc2)C(=O)O)c2c(C)c(C)c(=O)oc2c1
 : -10, -12, -3, -8, 12, 10, ., -3, ., 16, 4
CCCCOc1cccc(C(=O)Nc2ccc(NC(=O)c3ccco3)cc2)c1
 : -4, -10, 0, 5, -10, 5, -7, -5, -4, -4, -2
O=C(Nc1cccc2ccccc12)c1ccc2sc([C@H]3C[C@H](O)[C@@H](CO)O3)nc2c1
 : 7, -40, ., -1, ., -47, -3, -24, -2, 5, -82
CN1C(=S)SC(/[N+]([O-])=C\c2ccc(Cl)cc2)C1(C)C (configuration not stated)
 : 9, 9, -4, -1, 8, 11, -5, 1, -3, -5, 22
COc1cccc(-c2c(-c3cc(OC)cc(OC)c3)n(C)c3ccc(-c4cnc(OC)nc4)cc23)c1
 : -13, 3, -1, -8, -4, 23, -4, 16, -1, 44, 0
Cc1nccn1CCc1n[nH]c(=S)n1Cc1ccccc1
 : -5, 0, -3, 3, 2, 18, -2, -11, -3, 4, 7
COCCNC(=O)C1CCCN(C(=O)c2sc(-c3ccccc3)nc2C)CC1 (configuration not stated)
 : 11, 17, ., -8, ., -1, -9, -4, -6, -6, 9
Cc1cccc(NC(=O)NNC(=O)c2ccc(C)c([N+](=O)[O-])c2)c1
 : 7, -7, 5, 8, 3, -17, -15, -3, 7, -6, 19
O=C(CN1C(=O)NC2(CCCCC2)C1=O)N1CCN(S(=O)(=O)c2cccc([N+](=O)[O-])c2)CC1
 : 6, 18, -6, -8, 2, -12, -2, -7, -3, 31, 0
O=S(=O)(Nc1cc(F)ccc1F)c1cccc2nonc12
 : 14, -8, 1, -6, 2, 12, ., 14, -6, 10, 13
COc1ccc(NS(=O)(=O)c2cc(NC(=O)CCNC(C)=O)ccc2N2CCOCC2)cc1
 : 22, -8, -3, 5, 6, -3, -4, -10, 2, -2, -1
CC(NC(=O)/C=C/c1ccc(Br)cc1)c1ccc(Cl)cc1 (configuration not stated)
 : 13, -33, 2, 4, -4, 19, 8, 10, 8, -19, 7
O=C(Nc1ccc(F)cc1F)Nc1ccc(F)cc1F
 : 22, -88, 2, -8, -20, -201, 0, 52, -3, 2, -176
CCOc1ccccc1NC(=O)COC(=O)C(Cc1ccccc1)NC(=O)c1ccco1 (configuration not stated)
 : -6, 7, 0, 3, ., 15, -6, 10, -12, 8, 13
O=[N+]([O-])c1nn(-c2ccc3c(c2)OCCO3)n(O)c1=NC1CCCCCC1
 : -7, -22, 2, ., -19, -114, -6, 5, 8, 17, -111
Nc1ncccc1OCc1cccc(C(F)(F)F)c1
 : 7, 22, -2, -7, 2, -26, 7, -7, -10, -10, -52
CCC1(c2ccccc2)NC(=O)N(CC(=O)NNC(=O)CCN2CCN(c3ccccc3)CC2)C1=O (configuration not stated)
 : -1, 7, 0, -4, -4, 10, -6, -2, -3, 28, 17
CCN(CC)CCNC(=O)C(C(=O)c1ccccc1)n1ccccc1=O (configuration not stated)
 : -3, -7, -1, 9, -5, 6, -9, 1, ?, 2, 16
COc1ccc(S(=O)(=O)n2cnc3ccccc32)cc1OC
 : 7, -16, -1, 14, -5, 2, -3, 13, -4, 8, 16
NC(=O)c1ccc(NC(=O)CCc2nc3ccccc3s2)cc1
 : -5, -28, 5, 1, 3, -15, -5, -16, 6, -27, -56
O=C(N/N=C/c1ccco1)c1csc2c1CCCC2
 : -2, -94, -5, -10, -36, -92, -4, -34, 7, 15, -139
C=CCc1cccc2cc(C(=O)N3CCN(c4ccccn4)CC3)c(=O)oc12
 : -13, -16, -6, -2, 7, 16, -4, -2, 3, 20, 24
O=CN1CCN(S(=O)(=O)c2ccc(Cl)c(C(=O)O)c2)CC1
 : 12, 8, 2, -9, 5, 4, -3, 2, 4, -3, 18
CCOc1ccc(CCNC(=O)COC(=O)c2ccc(F)c(S(=O)(=O)N3CCOCC3)c2)cc1OCC
 : -6, 1, -4, 0, -6, -10, -6, 1, 3, 9, -7
O=C(COC(=O)c1ccc(O)cc1O)Nc1nnc(-c2ccccc2)o1
 : -4, 11, 0, 6, -9, -1, -7, 0, 9, -6, -9
Cc1nc(C(C)NC(=O)CCc2nnc(CCCc3ccccc3)o2)c(C)s1 (configuration not stated)
 : -3, -56, 3, -13, -110, -230, 13, -78, -2, 11, -243
CC12CCC(C(=O)N(CSC(=S)N/N=C\c3ccccc3O)C1=O)C2(C)C (configuration not stated)
 : -4, 91*, 4, -13, 1, -19, -2, -15, 8, 6, -34
Cc1ccc(F)cc1NCC(=O)Nc1ccc(Br)cc1
 : 0, 8, 1, -2, -28, -168, -6, -36, 1, -5, -221
Cc1occc1-c1nnc(SCC(=O)NCC2CCCO2)n1C (configuration not stated)
 : 12, -37, -2, 25, 1, 15, -5, 7, -39, -6, 1
Cc1ccc(C)c(NC(=O)C2C3CCCC2C3c2ccccc2)c1 (configuration not stated)
 : 1, -5, 1, -4, 8, 14, ., 16, -3, -8, 16
COC(=O)C(C)Nc1cccc(Br)c1 (configuration not stated)
 : 3, -38, 4, 15, 5, 5, -17, ., -3, -7, 7
CC(C)NC(=O)CSc1nnc(CNC(=O)OC(C)(C)C)n1C
 : -13, -5, -1, -14, 4, 3, -5, 4, -12, 23, 8
O=C(Nc1cc(Br)ccc1O)c1cc(-c2ccc3c(c2)OCO3)on1
 : 1, -13, -2, 21, -39, -160, -7, -68, -4, 6, -87
CN(C(=O)CSc1nnc(-c2ccc(F)cc2)n1C)C1CCS(=O)(=O)C1 (configuration not stated)
 : -9, -18, ., 2, 2, 9, -6, 0, 18, 7, 23
CC(=O)N1CCOc2ccc(S(=O)(=O)N3CCC(C(=O)Nc4ccccc4F)CC3)cc21
 : 10, -16, 2, 3, -2, 9, -2, 3, -2, -12, 8
Cc1cccc(NCc2ccccc2O)n1
 : 0, 3, 1, 4, -6, 0, ., 1, 0, 6, -18
